Anthrax LF inh2 – anthrax lethal factor protease inhibition. actives 0.12% (n = 360,000). P15917. inhibition, % at 10 µM. multiplex microsphere protease cleavage assay, LF. AID 588501; further: plate controls were buffer without enzyme for full effect and enzyme alone for no effect
Target sequence (P15917 whole entry, looked up): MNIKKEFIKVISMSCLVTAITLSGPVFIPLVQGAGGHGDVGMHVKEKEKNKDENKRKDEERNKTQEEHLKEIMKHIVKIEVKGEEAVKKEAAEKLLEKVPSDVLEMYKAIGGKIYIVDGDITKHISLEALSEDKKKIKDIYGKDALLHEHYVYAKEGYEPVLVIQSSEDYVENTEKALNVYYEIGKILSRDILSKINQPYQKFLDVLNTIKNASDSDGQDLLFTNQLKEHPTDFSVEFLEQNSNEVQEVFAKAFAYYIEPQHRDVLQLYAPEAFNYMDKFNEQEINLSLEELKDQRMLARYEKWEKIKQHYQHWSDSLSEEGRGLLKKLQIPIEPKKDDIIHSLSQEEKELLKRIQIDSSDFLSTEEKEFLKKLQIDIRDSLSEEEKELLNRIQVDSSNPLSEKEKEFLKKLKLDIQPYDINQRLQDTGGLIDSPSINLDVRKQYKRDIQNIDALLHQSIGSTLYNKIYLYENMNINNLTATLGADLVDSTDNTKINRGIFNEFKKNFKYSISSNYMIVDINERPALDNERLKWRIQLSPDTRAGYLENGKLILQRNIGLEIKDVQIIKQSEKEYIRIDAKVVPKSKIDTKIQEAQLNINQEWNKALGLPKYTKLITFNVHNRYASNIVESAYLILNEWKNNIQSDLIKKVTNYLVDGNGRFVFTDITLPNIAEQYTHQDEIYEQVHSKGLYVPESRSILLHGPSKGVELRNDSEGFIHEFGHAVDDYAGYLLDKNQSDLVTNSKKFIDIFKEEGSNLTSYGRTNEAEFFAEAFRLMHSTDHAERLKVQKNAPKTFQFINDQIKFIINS
BH1578 lux ind – inducers of Vibrio cholerae quorum light production without autoinducers. V. cholerae BH1578 lux reporter, luminescence, 6 h. activation, % at 18.7 µM. actives 0.16% (n = 350,000). AID 588436; in the data active means activation mostly above about 9.7%, no sharp cut-off; inconclusive means no clear call, values can overlap the other calls; inactive means mostly below about 3.7%; further: not every result past the cut was called active; inactives centre near 0; reference of the scale not given here
SARS 3CLpro inh – SARS-CoV 3CLpro protease inhibition | recombinant SARS-CoV 3CLpro, quenched FRET peptide cleavage | inhibition, % at 6 µM | actives 0.14% (n = 290,000); in the data active means inhibition above about 12%
SSB-PriA inh – K. pneumoniae PriA-SSBct interaction inhibition; actives 0.6% (n = 430,000); AID 1272365; AlphaScreen SSBct-PriA binding, biotinylated peptide; inhibition, % at 33 µM; in the data active means inhibition mostly above about 37%, no sharp cut-off; inactive means mostly below about 20%;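 further: plate controls were negative control peptide for no effect and reference peptide for full effect; strong numbers were not always called active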
BoNT A protease – blocks Botulinum neurotoxin A light chain protease; inhibition, % at 10 µM; AID 588499; multiplex microsphere protease substrate cleavage, flow cytometry; actives 0.17% (n = 360,000); further: plate controls were buffer without enzyme for full effect and enzyme alone for no effect
DUSP3 inh – DUSP3 (human) phosphatase inhibition. inhibition, % at 13.3 µM. actives 0.52% (n = 290,000). recombinant VHR phosphatase, pNPP absorbance. P51452; in the data active means inhibition above about 50%; further: some compounds called inactive have numbers as strong as hits
Target sequence (P51452 whole entry, looked up): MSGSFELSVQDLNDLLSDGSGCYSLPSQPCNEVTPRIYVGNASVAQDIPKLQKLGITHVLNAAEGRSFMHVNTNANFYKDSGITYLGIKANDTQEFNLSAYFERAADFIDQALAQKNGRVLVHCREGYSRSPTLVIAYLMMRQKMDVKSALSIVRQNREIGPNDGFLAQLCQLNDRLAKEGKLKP
Y pestis TopoI – inhibitors of Yersinia pestis topoisomerase I; Y. pestis Topo-I cleavage product accumulation, plate reader; activity, % at 10 µM; actives 0.064% (n = 360,000); in the data active means activity above about 50%, passing the limit was not always enough; inconclusive means no clear call, values can overlap the other calls; further: inactives centre near 2
PfHsp40 rescue – compounds rescuing yeast from Plasmodium falciparum HSP40 toxicity. S. cerevisiae expressing PfHsp40, growth rescue, ATP luminescence. growth rescue, % at 12.5 µM. actives 0.68% (n = 340,000). AID 504582; in the data active means growth rescue above about 28%, passing the limit was not always enough; inconclusive means no clear call, values can overlap the other calls;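 further: yeast W303a lacking pdr1 and pdr3 grown in galactose medium; growth measured after three days at 30 °C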
TcdB GH inh – blocks C. difficile toxin B glycohydrolase activity; inhibition, % at 9.99 µM; P18177; AID 652162; TcdB glycohydrolase enzymatic assay, plate reader; actives 0.24% (n = 350,000); in the data active means inhibition above about 10%
CCHF vOTU inh – blocks the CCHF virus ovarian tumor domain protease; CCHFV vOTU protease, Pep-AMC fluorescence; inhibition, % at 11.5 µM; actives 0.55% (n = 370,000); in the data active means inhibition above about 30%; further: 0% = vehicle wells with enzyme and 100% = no enzyme wells
An asterisk follows results filed as active; i = inactive; ? = inconclusive; . = no result given; & = joins results of further samples. Unless noted, no stated cut-off is given here; in the data, active means inhibition above about 30%; inconclusive means no clear call, values can overlap the other calls; inactive means below that. This is a subset; rates above refer to the full screens.

SMILES	Anthrax LF inh2	BH1578 lux ind	SARS 3CLpro inh	SSB-PriA inh	BoNT A protease	DUSP3 inh	Y pestis TopoI	PfHsp40 rescue	TcdB GH inh	CCHF vOTU inh
O=C(CN1CCC(C(=O)c2ccc3c(c2)OCCO3)CC1)Nc1ccccc1C(F)(F)F	-3	-0.5	5	-18	-5.4	11	29	0.3	1.2	4
O=C(Cc1cccs1)NCc1ccccc1Br	-7	i	1	-2	0.7	-7	-2	-1.2	-3.7	4
Cc1ccc(S(=O)(=O)NCc2ccc(C(=O)NCCc3ccc(S(N)(=O)=O)cc3)cc2)cc1	5	i	1	-8	-0.3	-29	-3	0.9	-3.5	17
CC(=O)c1ccc(N2CCN(C(=S)Nc3cccc(Cl)c3)CC2)cc1	0	4.9	-2	-3	0.6	3	7	-0.1	.	4
Cc1ccc(S(=O)(=O)Nc2cc3c(cc2C#N)OCO3)cc1C(N)=O	-2	i	-1	-10	-2.1	3	-2	0.0	1.9	4
Cc1nnc(C)n1N1C(=O)c2cccc3cccc(c23)C1=O	-1	i	0	-6	0.4	2	2	-0.7	0.3	-25
C/C(CCC(C)C)=N\NC(=S)NCc1ccccc1	-1	-0.2	4	.	-1.5	13	-1	1.6	1.4	6
Cc1cc([N+](=O)[O-])cc([N+](=O)[O-])c1NCC(C)C	-9	i	2	44*	-0.4	3	2	0.6	0.8	2
O=C1Nc2c(c(=O)[nH]c(=O)n2-c2ccc(F)cc2)C1(NS(=O)(=O)c1ccccc1)C(F)(F)F (stereo not drawn)	-8	-2.3	-1	-6	-0.1	0	-1	-3.0	0.4	11
Cn1ncc(C(=O)N=S(C)(=O)c2ccccc2)c1[N+](=O)[O-] (stereo not drawn)	-5	-0.5	-3	-7	?	4	-3	0.3	-1.5	-6
O=C(NCCCN1CCOCC1)c1ccc(CNS(=O)(=O)c2ccc(F)cc2)cc1	2	-2.5	4	-10	?	10	-1	-0.3	.	-8
COc1ccccc1CNC(=O)C1CC(=O)N(c2ccc(C)c(C)c2)C1 (stereo not drawn)	2	i	3	-7	0.2	-16	5	-0.8	-1.6	2
O=C(c1ccco1)N1CCCC(c2ccccc2)C1 (stereo not drawn)	-3	-4.8	-4	3	-0.4	15	0	0.8	.	3
O=C(NCc1ccc2[nH]c3c(c2c1)CCCC3)c1ccc(S(=O)(=O)N2CCOCC2)cc1	-10	-0.2	0	17&13	-0.6	8	1	-1.1	-6.1	16
COc1ccccc1CNC(=S)Nc1ccc(F)cc1	14	i	0	-18	-0.2	-4	5	1.5	0.6	-7
c1ccc(Sc2ncnc3c2oc2ccccc23)cc1	-2	4.1	-6	-22	0.1	11	-1	6.1	.	.
CC(C)(C)OC(=O)N1CCC(c2c(C(=O)O)cnn2-c2ccccc2)CC1	-4	i	-1	-4	-0.7	-7	5	-0.9	0.5	-16
CCO[C@@H]1OC(C(=O)O)=C[C@H](c2cn(C(C)=O)c3ccccc23)[C@H]1CCCO	0	-2.9	.	-20	-1.0	.	3	11	.	-7
COc1ccc(CCNC(=O)c2cccc(NC(=O)CC3SC(N4CCCCC4)=NC3=O)c2)cc1OC (stereo not drawn)	0	i	-1	-1	1.6	50	17	0.6	1.6	2
COc1ccccc1-n1c(CNC(=O)c2ccc(S(=O)(=O)N3CCCCC3)cc2)n[nH]c1=S	-1	i	8	-8	-0.5	-13	1	0.0	0.1	1
COc1ccc(OCCN2CCOCC2)cc1	4	-0.3	-2	-22	1.9	4	-1	-3.2	-2.6	16
Cc1ccc(CNC(=O)c2ccc(NS(=O)(=O)c3c(C)noc3C)cc2)cc1	-1	-0.8	0	-6	-0.1	18	3	1.5	.	-2
CCCCC1CCC(c2ccc(C(N)=O)cc2)CC1 (stereo not drawn)	-1	i	-1	2	0.4	8	1	-0.7	1.9	-11
O=C1C2CCCN2C(c2cccnc2)N1c1nccs1 (stereo not drawn)	0	0.7	-5	-6	0.4	22	-4	-0.3	.	3

Given bar-delimited: entries from further up.
mol | Anthrax LF inh2 | BH1578 lux ind | SARS 3CLpro inh | SSB-PriA inh | BoNT A protease | DUSP3 inh | Y pestis TopoI | PfHsp40 rescue | TcdB GH inh | CCHF vOTU inh
COc1ccccc1-n1c(CNC(=O)c2ccc(S(=O)(=O)N3CCCCC3)cc2)n[nH]c1=S | -1 | i | 8 | -8 | -0.5 | -13 | 1 | 0.0 | 0.1 | 1
c1ccc(Sc2ncnc3c2oc2ccccc23)cc1 | -2 | 4.1 | -6 | -22 | 0.1 | 11 | -1 | 6.1 | . | .

Further records:
SMILES	Anthrax LF inh2	BH1578 lux ind	SARS 3CLpro inh	SSB-PriA inh	BoNT A protease	DUSP3 inh	Y pestis TopoI	PfHsp40 rescue	TcdB GH inh	CCHF vOTU inh
Cn1c(SCC(=O)NC2(C#N)CCCCC2)nnc1-c1cccnc1	-3	0.7	0	0	-1.3	27	7	-1.0	-9.9	12
CS(=O)(=O)N(CC(=O)NCCSC1CCCCC1)c1ccccc1	0	-0.3	-1	0	-0.8	-3	-3	0.2	4.9	-12
CC(=O)C1C(=O)c2c(cccc2[N+](=O)[O-])C1=Nc1ccccc1C (stereo not drawn)	.	.	-1	.	.	19	.	.	1.1	-12
CCN1CCN(CCNC(=O)c2cn(C(C)c3ccccc3F)nn2)CC1 (stereo not drawn)	-1	i	0	10	-0.8	7	1	-1.0	.	10
Cc1ccc(C(=O)c2oc3nc(C)cc(C)c3c2N)cc1	-2	1.8	1	-13	-1.1	42	4	-1.2	.	0
Cc1cc(C)nc(Sc2c(C)nn(-c3ccccc3)c2C)n1	-2	-2.6	3	-11	-0.5	8	4	-0.2	.	8
COc1ccc2c3n([n+]([O-])c2c1)CCN=C3c1cc(Cl)c(N)c(Cl)c1	0	i	.	3	0.2	.	7	-0.1	0.7	6
Cc1ccnc(NC(=O)c2cccs2)c1	-1	-2.8	-3	11	-0.7	30	-1	0.6	.	13
COc1ccc(NC(=O)C2COc3ccccc3O2)cc1 (stereo not drawn)	-20	i	4	-3	-1.4	-37	0	0.3	1.3	-10
O=C(Nc1ccc(NC(=O)C2CC2)nc1)c1cnccn1	0	i	-5	6	-0.3	5	3	0.7	1.4	-23
Cc1cc2ncn(-c3ncnc4sc(C)c(C)c34)c2cc1C	-3	i	0	-8	-0.2	21	14	0.3	.	19
C#CCN1C=CC(=O)[C@@H](OC(=O)Nc2ccc(Cl)cc2)[C@H]1c1ccccc1Br	-3	i	.	-8	-0.3	.	12	2.0	2.4	11

For convenience, part of the list above.
SMILES	Anthrax LF inh2	BH1578 lux ind	SARS 3CLpro inh	SSB-PriA inh	BoNT A protease	DUSP3 inh	Y pestis TopoI	PfHsp40 rescue	TcdB GH inh	CCHF vOTU inh
CCCCC1CCC(c2ccc(C(N)=O)cc2)CC1 (stereo not drawn)	-1	i	-1	2	0.4	8	1	-0.7	1.9	-11
O=C1C2CCCN2C(c2cccnc2)N1c1nccs1 (stereo not drawn)	0	0.7	-5	-6	0.4	22	-4	-0.3	.	3
Cn1c(SCC(=O)NC2(C#N)CCCCC2)nnc1-c1cccnc1	-3	0.7	0	0	-1.3	27	7	-1.0	-9.9	12
CS(=O)(=O)N(CC(=O)NCCSC1CCCCC1)c1ccccc1	0	-0.3	-1	0	-0.8	-3	-3	0.2	4.9	-12
CC(=O)C1C(=O)c2c(cccc2[N+](=O)[O-])C1=Nc1ccccc1C (stereo not drawn)	.	.	-1	.	.	19	.	.	1.1	-12
CCN1CCN(CCNC(=O)c2cn(C(C)c3ccccc3F)nn2)CC1 (stereo not drawn)	-1	i	0	10	-0.8	7	1	-1.0	.	10
Cc1ccc(C(=O)c2oc3nc(C)cc(C)c3c2N)cc1	-2	1.8	1	-13	-1.1	42	4	-1.2	.	0
Cc1cc(C)nc(Sc2c(C)nn(-c3ccccc3)c2C)n1	-2	-2.6	3	-11	-0.5	8	4	-0.2	.	8
COc1ccc2c3n([n+]([O-])c2c1)CCN=C3c1cc(Cl)c(N)c(Cl)c1	0	i	.	3	0.2	.	7	-0.1	0.7	6
Cc1ccnc(NC(=O)c2cccs2)c1	-1	-2.8	-3	11	-0.7	30	-1	0.6	.	13
COc1ccc(NC(=O)C2COc3ccccc3O2)cc1 (stereo not drawn)	-20	i	4	-3	-1.4	-37	0	0.3	1.3	-10
O=C(Nc1ccc(NC(=O)C2CC2)nc1)c1cnccn1	0	i	-5	6	-0.3	5	3	0.7	1.4	-23
Cc1cc2ncn(-c3ncnc4sc(C)c(C)c34)c2cc1C	-3	i	0	-8	-0.2	21	14	0.3	.	19
C#CCN1C=CC(=O)[C@@H](OC(=O)Nc2ccc(Cl)cc2)[C@H]1c1ccccc1Br	-3	i	.	-8	-0.3	.	12	2.0	2.4	11

The results go on:
SMILES	Anthrax LF inh2	BH1578 lux ind	SARS 3CLpro inh	SSB-PriA inh	BoNT A protease	DUSP3 inh	Y pestis TopoI	PfHsp40 rescue	TcdB GH inh	CCHF vOTU inh
O=C(C1CC1)N1CCc2cc(S(=O)(=O)N3CCOCC3)ccc21	-4	-3.4	3	-19	-0.4	30	3	-1.2	.	3
Cc1cccc(OCC(O)CN2CCOCC2)c1 (stereo not drawn)	-5	i	-2	-16	-0.7	31	3	-0.2	-1.8	10
C=CCN1C(=O)c2ccc(C(=O)N(C)CC(=O)Nc3ccc(OCC)c(OCC)c3)cc2C1=O	-1	-0.5	.	14	1.1	.	3	-0.5	1.9	5
C=CCOc1ccccc1OCC(O)CNC(C)C (stereo not drawn)	3	0.6	.	-2	-0.2	.	2	-1.0	1.7	4
COc1ccc(OC)c(S(=O)(=O)N2CCC(C(=O)Nc3cc(C)ccc3C)CC2)c1	2	2.0	3	13	-0.3	33	17	-1.2	.	-14
Cc1ccsc1C(=O)NCc1ccc(F)cc1	0	-0.9	1	2	-0.9	25	-8	-1.5	0.6	1
O=C(COC(=O)Cc1cccc(C(F)(F)F)c1)NCc1ccco1	-2	i	.	-19	-0.3	.	-4	-0.1	-0.5	3
CCCc1cc(=O)oc2cc(C)cc(OCC(=O)Nc3cccnc3)c12	-1	-2.6	-5	4	-2.3	48	-4	1.3	0.9	18
CCOC(=O)/C=C/COc1ccccc1[N+](=O)[O-]	-9	-0.8	6	-2	0.8	12	-3	-1.0	-0.5	-7
O=C(NCC1CCCO1)c1onc(CSc2ccc(F)c(F)c2)c1C(=O)O (stereo not drawn)	-5	-0.5	4	0	-0.6	25	-10	-0.4	-0.7	1
COC(=O)c1ccc(OC)c(CSc2nnc(-c3ccc(C(C)(C)C)cc3)o2)c1	.	.	-4	-5	.	8	.	.	.	19
CN(C)C(=O)Oc1ccnc2cc(Cl)ccc12	-2	-0.4	2	-5	0.2	17	0	-0.4	1.6	7
C=C(C)COc1ccc(-c2[nH]ncc2Oc2cccc(OC)c2)c(O)c1	-6	i	6	-6	-0.7	22	-17	5.0	.	21
N#Cc1ccc(COC(=O)CC(NC(N)=O)c2ccc(Cl)cc2)cc1 (stereo not drawn)	-13	i	4	-5	-2.7	24	7	0.4	2.1	-7
CN1CCc2c(sc(NC(=O)c3ccc4ccccc4c3)c2C(N)=O)C1	?	-0.3	-4	.	?	-9	-5	2.5	.	.
O=S(=O)(/N=C(/Nc1cccc2ccccc12)c1ccc(F)cc1)c1ccccc1	0	-0.1	2	.	-0.1	-4	2	1.2	-4.6	3
COCCNC(=O)/C(C#N)=C/c1c(N2CCN(C)CC2)nc2c(C)cccn2c1=O	-13	-1.9	-2	4	-1.5	.	-1	2.3	0.4	-57
C#CCn1cc(CNC[C@H]2O[C@@H](n3cnc4c(=O)[nH]c(N)nc43)[C@H](O)[C@@H]2O)c2ccccc21	4	.	.	.	-0.5	.	.	.	0.7	-1
CN(Cc1ccccc1)C(=O)COc1ccc(N(C)S(=O)(=O)c2ccc(F)cc2)cc1	-1	-0.2	9	-14	-0.8	21	4	1.1	1.2	-4

Bioassay records from PubChem BioAssay.
